# M5 antag: human M5 muscarinic receptor antagonists, primary screen, CHO cells, Fluo-8 calcium fluorescence | 0.59% of 360,000 active | Muscarinic acetylcholine receptor M5 (Homo sapiens), P08912 | CHO-hM5 cells, ACh EC80 | inhibition, % at 3 µM;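 active means inhibition above a per-plate cutoff, the mean of that plate's test compounds plus 3 SD, cut at about 27% in these data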;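 further: 0% = acetylcholine EC80 with DMSO and 100% = DMSO without agonist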
# Target sequence (P08912 whole entry, looked up): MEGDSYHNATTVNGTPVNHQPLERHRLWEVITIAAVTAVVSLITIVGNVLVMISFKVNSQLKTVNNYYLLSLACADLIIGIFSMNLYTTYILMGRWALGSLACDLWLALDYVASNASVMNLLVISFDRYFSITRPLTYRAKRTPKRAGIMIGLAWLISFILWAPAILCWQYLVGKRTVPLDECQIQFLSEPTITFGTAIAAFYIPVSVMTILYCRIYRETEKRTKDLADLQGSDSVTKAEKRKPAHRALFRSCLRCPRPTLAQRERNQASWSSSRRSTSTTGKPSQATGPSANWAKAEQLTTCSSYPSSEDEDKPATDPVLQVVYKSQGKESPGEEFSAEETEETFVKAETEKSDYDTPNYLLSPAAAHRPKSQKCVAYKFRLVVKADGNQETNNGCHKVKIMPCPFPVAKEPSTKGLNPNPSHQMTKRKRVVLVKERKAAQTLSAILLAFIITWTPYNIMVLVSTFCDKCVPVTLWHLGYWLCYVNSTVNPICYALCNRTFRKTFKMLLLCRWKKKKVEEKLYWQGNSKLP
# M5 PAM: human M5 muscarinic receptor positive allosteric modulators, primary screen, CHO-K1 cells, Fluo-8 calcium fluorescence. CHO-K1 hM5, ACh EC20 PAM; 0% = ACh EC20, 100% = ACh EC100. 0.3% of 360,000 active. AID 624038, 2012. activation, % at 3 µM;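 active means activation above the run cutoff, the mean activation of all test compounds plus 3 SD, cut at about 18% in these data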
#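 Assay system: CHO-K1 hM5 cells. Also added: acetylcholine at EC20 concentration, added after compound. Dosing: 3 µM, single dose. Times: compound preincubation 140 s before EC20 acetylcholine addition. Signal: Fluo-8 calcium fluorescence. Measure: % activation relative to EC20 and EC100 ACh responses. Repeats: singlicate, one well per test compound.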
# CHO-K1 Ca PAM: nonselective calcium activators in parental CHO-K1 cells, primary screen, counter-screen for M1 PAM project, cell-based, Fluo-8 calcium fluorescence, full deck, 1536-well. ATP EC20; 0% at ATP EC20, 100% at ATP max. AID 602247, 2012. activation, % at 3 µM. 0.02% of 360,000 active;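 active means activation above the run cutoff, the mean activation of all test compounds plus 3 SD, cut at about 40% in these data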;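 further: peak over basal fluorescence ratio in a 140 s read after ATP addition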
# M4 PAM: human M4 muscarinic receptor positive allosteric modulators, primary screen, CHO-K1 cells, Fluo-8 calcium fluorescence; CHO-K1 hM4/Gqi5, ACh EC20; 0% = ACh EC20, 100% = maximal ACh; activation, % at 3 µM; 0.4% of 360,000 active; AID 624126, 2012;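 active means activation above its plate's cutoff, the mean activation of sample wells plus 3 SD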; further: some results filed as inactive read as strong as hits
# TAAR1 ag: human TAAR1 agonists, primary screen, Fluo-8 calcium fluorescence, CHO RD-HGA16 cells. Trace amine-associated receptor 1 (Homo sapiens), Q96RJ0. activation, % at 3 µM. 0.99% of 360,000 active. AID 624467, 2012. vehicle wells 0%, saturating PEA agonist 100%;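 active means activation above the mean activation of all test compounds in the run plus 3 SD, cut at about 38% in these data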
# Target sequence (Q96RJ0 whole entry, looked up): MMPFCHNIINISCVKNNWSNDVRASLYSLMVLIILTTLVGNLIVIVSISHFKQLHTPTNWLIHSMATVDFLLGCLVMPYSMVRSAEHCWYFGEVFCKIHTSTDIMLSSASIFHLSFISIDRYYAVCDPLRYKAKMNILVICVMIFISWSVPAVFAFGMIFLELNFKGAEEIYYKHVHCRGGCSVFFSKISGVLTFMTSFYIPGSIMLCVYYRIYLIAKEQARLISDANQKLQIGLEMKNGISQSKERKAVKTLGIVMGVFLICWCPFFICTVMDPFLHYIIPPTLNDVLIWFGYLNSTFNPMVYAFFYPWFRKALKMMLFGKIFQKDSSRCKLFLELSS
#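 Benchmarks: low control DMSO, high control PEA (EC100); System: CHO RD-HGA16 cells carrying human TAAR1 plus Gα16; Detection: Fluo-8 fluorescence, 5 s baseline then 140 s kinetic read; Schedule: 17-24 h plating, Fluo-8 75 min 37 °C, 30 min RT; Read-out basis: % activation from peak over basal fluorescence ratio, DMSO-to-PEA scaled.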
# TAAR1 antagonist: human TAAR1 antagonists, primary screen, Fluo-8 calcium fluorescence, CHO RD-HGA16 cells; Trace amine-associated receptor 1 (Homo sapiens), Q96RJ0; antagonist; inhibition, % at 3 µM; 1.5% of 360,000 active; AID 624466, 2012;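 active means inhibition above a per-plate cutoff, the mean inhibition of test compounds on that plate plus 3 SD, cut at about 49% in these data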;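 further: 0% = DMSO plus EC80 beta-PEA response and 100% = DMSO alone without agonist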
#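 System: RD-HGA16 CHO cells with stable hTAAR1 and Gα16 | Probe or stimulus: EC80 β-phenethylamine stimulus | Dosing: 3 µM, single point | Times: Dye loading 75 min at 37 °C, then 30 min room temperature | Measured by: Fluo-8 calcium-sensitive fluorescence | Read-out basis: % inhibition of agonist calcium response | Replicates: n of 1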
# M5 ag: human M5 muscarinic receptor agonists, primary screen, CHO-K1 cells, Fluo-8 calcium fluorescence | activation, % at 3 µM | Muscarinic acetylcholine receptor M5 (Homo sapiens), P08912 | CHO-K1 hM5 cells; 0% DMSO wells, 100% maximal acetylcholine response | 0.19% of 360,000 active | AID 624037, 2012;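 active means activation above the run's mean over test compounds plus 3 SD, cut at about 23% in these data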;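 further: signal is peak over basal fluorescence ratio across the kinetic read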
# CRFBP-R2 agonist: agonists of CRF-BP/CRF-R2 complex, primary screen, cell-based, HEK293, calcium dye fluorescence, uHTS | CRF-binding protein / CRF receptor 2 complex (human) | calcium dye fluorescence (FLIPR); percent of saturating CRF peptide response | activation, % at 13.2 µM | 0.46% of 350,000 active;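 active means activation of at least 50%, plus an integration ratio under a set limit after plate pattern correction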;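 further: plate controls were neutral control wells without compound for no effect and CRF at EC100 for full effect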
# CRFBP-R2 block: antagonists of CRF-BP/CRF-R2 complex, primary screen, cell-based, HEK293, calcium dye fluorescence, uHTS; CRF-induced calcium fluorescence; inhibition, % at 11.8 µM; 0.59% of 350,000 active; AID 588475, 2011;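 active means inhibition of the ligand-induced calcium signal above about 50% at the single tested concentration, limit read from the data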
# The depositor's hits bear a star; . = no result given.
SMILES,M5 antag,M5 PAM,CHO-K1 Ca PAM,M4 PAM,TAAR1 ag,TAAR1 antagonist,M5 ag,CRFBP-R2 agonist,CRFBP-R2 block
Cc1cc(N=Nc2c(O)c3ccccc3[nH]c2=O)ccc1N=Nc1ccc(C(=O)N(C)C)cc1,5.3,-2.9,-10.7,-3.0,5.7,-12.8,0.6,-1.4,-12.8
CCN(CC)CCN(C)C(=O)c1[nH]c(C(F)(F)F)nc1-c1ccccc1,-7.6,-2.2,9.5,3.5,2.2,-13.6,0.1,.,.
Cc1[nH]c2ccc(C(=O)OC(C)C(=O)NC3CCCCC3C)cc2c1C (stereo not drawn),4.1,-5.1,2.4,-3.5,-2.6,7.7,-0.2,-1.3,15.2
CC(NC(=O)Nc1ccc([N+](=O)[O-])cc1)C(c1cccs1)N1CCCC1 (stereo not drawn),3.2,0.0,2.0,-0.7,48.3*,-1.8,10.2,1.5,10.5
C[N+]1(CCOC(=O)C2(c3ccccc3)CCCC2)CCCCC1,97.9*,-17.3,13.2,-26.1,14.7,-2.2,-7.8,-0.4,9.8
CCN(CC)c1ccc(NC(=O)CN2C(=O)CC(C)(C)S(=O)(=O)c3ccccc32)c(C)c1,3.9,-0.9,13.8,-4.4,-0.6,6.7,-2.0,4.6,3.3
COc1ccc(C(=O)N2CCSC2=S)cc1OC,4.7,-2.8,-6.2,8.2,-3.3,-7.4,1.9,-0.8,6.3
Cc1cc(C)cc(C(=O)NCC(=O)OCC(=O)NC2CCCc3ccccc32)c1 (stereo not drawn),9.7,-0.9,3.6,-2.1,-0.5,-10.5,-1.4,1.3,6.7
CN1CCN(C2=C(Cl)C(=O)N(Cc3ccccc3)C2=O)CC1,8.1,-16.0,-2.5,-8.6,10.9,9.9,-7.5,-0.6,23.1
O=C(c1ccc(CS(=O)c2cccc(Cl)c2)o1)N1CCOCC1 (stereo not drawn),1.3,-0.9,1.8,-0.1,5.8,-16.3,0.2,-0.8,7.4
CCN1CCN(C(=S)Nc2cc(C(=O)OC)ccc2C(=O)OC)CC1,0.5,-1.2,-0.9,9.9,0.5,-36.2,1.0,-1.1,-6.0
CC(C)(C)c1ccc(C2=NC(=O)C(CC(=O)O)S2)cc1 (stereo not drawn),12.9,-2.1,17.5,-15.8,-0.5,-8.6,-2.5,-0.5,-22.6
COc1cc(NC(=O)COC(=O)CC(NC(C)=O)c2ccccc2)cc(OC)c1 (stereo not drawn),15.8,-4.4,2.2,3.0,0.8,-4.2,-2.5,-0.1,-19.9
Cn1ncc(C(=O)Nc2ccc(OC(F)(F)F)cc2)c1-n1cccc1,-3.2,0.6,4.7,5.8,7.6,-9.0,3.3,0.4,-6.3
CCCCCCCN=C(C)c1ccccc1O,12.6,-11.3,15.9,-7.7,6.5,-24.8,-0.8,-1.4,-0.9
Cc1ccc(CNC(=O)Nc2ccccc2)cc1,-8.5,5.9,-4.7,3.6,3.4,1.6,-7.0,1.3,-2.4
CCCc1c(C(=O)N/N=C/c2c(OC)ccc3ccccc23)nnn1-c1nonc1N,6.5,-2.3,-18.5,-8.9,1.3,5.0,-1.5,-1.1,7.7
COc1cccc(N2CN(C3CCCCC3)CNC2=S)c1,13.6,-17.3,5.6,-7.0,0.2,-11.2,-1.2,1.2,5.0
CCOC(=O)C1CCCN(C(=O)c2ccccc2)CC1 (stereo not drawn),5.7,-0.5,21.3,8.9,1.7,-9.4,1.0,.,.
CC(=O)c1cccc(S(=O)(=O)NCCC(=O)Nc2ccc(S(N)(=O)=O)cc2)c1,1.9,-0.6,9.3,-6.9,1.7,5.5,-2.8,2.1,-2.9

# Some entries already given, limited to CRFBP-R2 agonist, TAAR1 ag and M5 ag.
structure | CRFBP-R2 agonist | TAAR1 ag | M5 ag
CCCCCCCN=C(C)c1ccccc1O | -1.4 | 6.5 | -0.8
Cc1ccc(CNC(=O)Nc2ccccc2)cc1 | 1.3 | 3.4 | -7.0
CCCc1c(C(=O)N/N=C/c2c(OC)ccc3ccccc23)nnn1-c1nonc1N | -1.1 | 1.3 | -1.5
COc1cccc(N2CN(C3CCCCC3)CNC2=S)c1 | 1.2 | 0.2 | -1.2

# (continued)
SMILES,M5 antag,M5 PAM,CHO-K1 Ca PAM,M4 PAM,TAAR1 ag,TAAR1 antagonist,M5 ag,CRFBP-R2 agonist,CRFBP-R2 block
O=c1cc(N2CCCCC2)[nH]c(=O)n1C1CCCCC1,3.8,-1.7,13.8,9.8,11.8,1.3,3.1,-2.2,-76.3
O=C(Cc1n[nH]c(=O)c2ccccc12)Nc1cccc(S(=O)(=O)N2CCCC2)c1,1.0,3.1,15.2,5.4,-0.8,7.5,-6.4,1.4,9.8
CC(=O)c1ccc(S(=O)(=O)NCCC(=O)NC(C)c2ccncc2)cc1 (stereo not drawn),1.7,-0.8,2.0,14.6,1.6,-17.7,1.0,0.5,3.1
O=[N+]([O-])c1cc(S(=O)(=O)NCCCN2CCOCC2)ccc1Cl,-5.2,-2.5,18.6,-5.3,1.1,-6.6,-1.4,1.6,16.0
COC(=O)c1cc(OC)c(OC)cc1N1C(=O)CCCC1=O,-8.7,13.5,14.6,0.1,.,.,-1.7,-0.7,0.2
COC(=O)CSc1nnc(CNC(=O)Cc2ccccc2)n1C,4.6,-0.1,-4.1,-3.2,4.4,-19.1,0.5,6.3,8.4
O=C1NC(=O)/C(=C\c2ccc(OCc3cnc(Cl)s3)cc2)S1,-0.3,4.4,17.7,3.7,10.9,-5.1,0.1,1.0,-4.0
N#CCCN(Cc1ccccc1)C(C(=O)NC1CCCCC1)c1ccnc2ccccc12 (stereo not drawn),1.2,-8.5,8.8,-7.3,2.1,1.5,8.3,.,.
CC(C)C(OC(=O)CCCC(=O)Nc1nccs1)C(=O)NC1CCCCC1 (stereo not drawn),-8.6,3.2,6.7,-3.3,5.8,7.2,-3.1,-1.2,13.5
Cc1ccc(NC(=O)COC(=O)C(NS(=O)(=O)c2ccc(Cl)cc2)C(C)O)cc1 (stereo not drawn),-0.3,3.6,7.6,6.5,4.4,-11.8,-1.5,-0.9,-15.7
CCOC(=O)N1CCN(S(=O)(=O)c2ccc(Br)s2)CC1,-5.0,-8.5,8.3,1.0,2.5,10.3,-0.9,0.6,3.1
COc1ccc(Cl)cc1S(=O)(=O)N1CCC(C(=O)NC2CC2)CC1,21.6,-5.8,6.2,-2.4,2.7,-23.4,-4.0,-0.2,-3.0
CC(C)(C)c1cc(C(=O)N2CCc3ccccc3C2)ccn1,11.7,-1.0,-2.9,-5.5,10.0,8.9,-2.8,-1.3,-18.4
Cc1nn(Cc2ccc(C(=O)N3c4ccc(F)cc4CCC3C)o2)c(C)c1Br (stereo not drawn),8.0,-10.4,17.4,-3.4,9.3,-0.1,-2.5,-0.5,8.5
CCC(C)(C)NC(=O)C(c1ccc(F)cc1)N(CCOC)C(=O)CCC(=O)Nc1nccs1 (stereo not drawn),18.5,-3.5,7.2,4.8,-3.5,2.3,-3.1,0.8,0.1
CC1=Nn2c(nnc2-c2ccccc2Cl)SC1,-7.7,3.4,17.1,4.4,12.1,-8.8,-0.7,-0.5,8.5
CCCCn1c(N)c(N(CCOC)C(=O)CSCc2ccccc2C)c(=O)[nH]c1=O,3.6,2.4,-22.5,1.6,1.8,-6.4,0.8,0.3,12.3
CC1(C)Cc2ccccc2C(C(Cc2ccccc2)C(N)=O)=N1 (stereo not drawn),-5.7,6.0,-17.0,10.8,2.1,-13.2,-7.6,-1.4,2.4
Cc1ccc(-n2ncc(C(=O)NC3CC3)c2C2CCN(C(=O)OC(C)(C)C)CC2)c(C)c1,4.4,3.6,-18.0,-1.1,6.1,2.5,-2.0,8.5,-45.0
COc1ccc(CCNC(=O)CN2C(=O)COc3ccc(S(=O)(=O)N4CCCC4)cc32)cc1OC,17.3,-5.4,-6.3,-2.3,0.8,-8.0,-7.8,-2.2,2.4
Cc1ccc(C23OC(=O)C(C)(C)C2OC(=O)C3(C)C)cc1 (stereo not drawn),-4.2,0.8,-3.1,-2.8,2.6,2.5,-4.9,1.5,35.7
COc1ccc(CC(NC(C)=O)C(=O)NC2CCN(c3c(Cc4ccccc4)c(C)nc4ncnn34)CC2)c(OC)c1 (stereo not drawn),6.8,-1.1,16.8,-2.6,1.6,7.0,2.4,-2.9,28.0
Cc1cc(C)c(NC(=O)CNC(=O)[C@@H]2CCCN2C(=O)c2cccs2)c(C)c1,-2.4,5.3,9.5,4.7,10.1,-10.5,-2.6,0.4,-4.4
CCCC1=[N+](CC(=O)c2ccccc2)CCn2c(C)ccc21,-9.8,1.9,23.7,2.8,-0.7,-5.4,-15.4,0.3,-1.5
O=C(CCc1ccccc1)N1CCCC(Nc2ccc(F)cc2)C1 (stereo not drawn),10.8,-0.9,-6.0,-1.7,0.5,-15.6,-2.9,2.2,-16.5
COc1cc(S(=O)(=O)NCc2ccccc2)ccc1Br,-1.0,0.0,10.0,-0.1,3.9,4.1,-2.1,1.9,5.2
Cc1cc(C)c2[nH]c(O)c(N=NC(=S)NCC3CCCO3)c2c1 (stereo not drawn),4.3,-8.6,18.8,15.3,2.4,8.0,-3.5,-2.6,33.0
CN1CCN(c2ccccc2NC(=O)c2ccccc2F)CC1,7.4,-4.8,19.8,-9.4,2.4,-35.2,-8.4,-1.2,4.1
CCN1CCCc2cc(CN(CCN3CCOCC3)C(=S)Nc3cccc(Cl)c3)ccc21,1.3,0.0,3.1,-13.3,1.1,-3.3,-14.1,1.0,-6.8
Cc1cccc(C)c1NC(=O)CN(C)CC(=O)N1CC(=O)Nc2ccccc21,8.1,-3.8,-18.2,-0.3,3.3,-3.9,-0.3,2.3,-8.5
COc1cc(NC(=O)COC(=O)CSc2ccc3ccccc3c2)c(C)cc1[N+](=O)[O-],0.0,3.0,9.8,10.7,-2.7,-20.9,-6.9,-2.3,-1.3
CCOC(=O)c1sc(NC(=O)COc2ncnc3ccccc23)c(C(=O)OCC)c1C,8.3,-7.9,17.6,-1.8,-0.2,-0.7,-1.2,0.6,18.3
Cc1ccc(NC(=O)CCCc2ccccc2)c([N+](=O)[O-])c1,2.5,5.9,22.1,1.7,5.1,-17.8,-6.8,0.2,-1.8

# Screens as filed in PubChem BioAssay.

# Compounds as they come; overall some 4.2% were active at least once.
